Screening data deposited in PubChem BioAssay by National Center for Advancing Translational Sciences (NCATS).
Luciferase inh – Photinus pyralis luciferase inhibition | actives 2.5% (n = 76,000) | purified P. pyralis luciferase, luminescence, biochemical | AID 1347043 | P08659 | Potency, µM (highest dose often 115 µM), inactives show at the highest dose activity change, negative = inhibition, most hits filed as inhibitors; also: potency is read from the fitted curve at half-maximal effect; nearly all actives have a fitted effect of over 65% in size
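Purified 10nM P. pyralis luciferase with 10uM D-luciferin and 10uM ATP in 50mM Tris acetate pH 7.5, 10mM Mg acetate, 0.01% Tween-20, 0.05% BSA. qHTS titration; luminescence read by CCD imager.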
HEK cytotox – kills HEK 293 cells; HEK 293 viability, ATP luminescence (CellTiter-Glo), 48-72 h; actives 6.6% (n = 94,000); Potency, µM (titrated, usually from 115 µM), for the others: top-dose activity change, negative = cytotoxicity, actives largely listed as inhibitors; AID 1345083; also: potency is read from the fitted curve at half-maximal effect; nearly all actives have a fitted effect of over 60% in size
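Pintool-delivered compounds were incubated with HEK 293 cells (250 cells/well) at 37 degree Celsius for 48 or 72 hr. ATP-dependent luminescence (CellTiter-Glo) then reported remaining viable cells.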
SNCA viab count – counter-screen for SNCA expression inhibitors: cell viability; HEK-293-SNCA-luc viability, GF-AFC fluorescence, 24 h; Potency, µM (titrated, usually from 57.1 µM), for the others: at the highest dose activity change, negative = cytotoxicity, hits mostly cytotoxic; actives 0.12% (n = 150,000);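 also: potency is read from the fitted curve at half-maximal effect; 0% = DMSO-treated cells and -100% = medium-only wells without cells; nearly all actives have a fitted effect of over 30% in size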
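HEK-293-SNCA-luc cells (1500/well) plated 24 h, then exposed 24 h to a dilution series; GF-AFC added 30 min at 37C, fluorescence 405/540 nm; normalised to medium-only and DMSO wells, Hill fit.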
SNCA expr inhib – reduces expression of the alpha-synuclein gene | Potency, µM (top dose mostly 57.2 µM), for the others: at the highest dose activity change, negative = inhibition, usual class: inhibitors | HEK-293 SNCA-luciferase knock-in, luminescence, 24 h | actives 0.17% (n = 140,000);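 also: potency is read from the fitted curve at half-maximal effect; plate controls were DMSO cells for no effect and cell-free wells for full effect; nearly all actives have a fitted effect of over 45% in size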
3T3 cytotox – cytotoxic compounds in NIH 3T3 cells; NIH 3T3 viability, CellTiter-Glo ATP luminescence, 48-72 h; Potency, µM (top dose mostly 96.7 µM), without a hit: top-dose activity change, negative = cytotoxicity, hits mostly inhibitors; actives 4.3% (n = 94,000); AID 1345082; also: potency is read from the fitted curve at half-maximal effect; nearly all actives have a fitted effect of over 55% in size
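Viability of NIH 3T3 cells after 48 or 72 hr compound treatment at 37 °C was assessed by CellTiter-Glo, with luminescence imaged following a 10 min room-temperature step.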
GPT2 inhibitor – inhibitors of human GPT2 alanine aminotransferase | AID 1671188 | actives 0.25% (n = 100,000) | Potency, µM (doses to about 57.7 µM), without a hit: at the top dose activity change, negative = inhibition, usual class: inhibitors | Recombinant GPT2, coupled pyruvate oxidase/HRP Amplex Red fluorescence; also: potency is read from the fitted curve at half-maximal effect; nearly all actives have a fitted effect of over 60% in size; many of its hits are not listed in these tables
Target sequence (Q8TD30 whole entry, looked up): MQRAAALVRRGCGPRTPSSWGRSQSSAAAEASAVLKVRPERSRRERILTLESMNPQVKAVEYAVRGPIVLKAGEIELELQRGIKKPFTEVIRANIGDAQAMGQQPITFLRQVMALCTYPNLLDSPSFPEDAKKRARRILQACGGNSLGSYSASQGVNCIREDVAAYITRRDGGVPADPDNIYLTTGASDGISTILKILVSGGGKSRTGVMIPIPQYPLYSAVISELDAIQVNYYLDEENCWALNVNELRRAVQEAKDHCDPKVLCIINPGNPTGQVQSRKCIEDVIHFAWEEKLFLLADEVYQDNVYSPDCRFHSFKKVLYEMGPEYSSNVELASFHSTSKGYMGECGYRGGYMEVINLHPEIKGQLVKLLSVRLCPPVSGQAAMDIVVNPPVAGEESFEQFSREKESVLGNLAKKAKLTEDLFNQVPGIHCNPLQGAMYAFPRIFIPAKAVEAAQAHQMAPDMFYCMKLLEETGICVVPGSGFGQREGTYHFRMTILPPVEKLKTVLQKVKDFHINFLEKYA
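GPT2 10ng/uL, a-KG 250uM, L-Ala 2mM, HEPES pH7.5 + 0.0001% Tween; 30 min RT. Then Amplex mix (PO/HRP/ThPP), 30 min RT dark, fluorescence. AOA 50uM used as positive control.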
IP6K1 inh – inhibitors of human IP6K1. actives 0.81% (n = 140,000). Q92551. activity change, % (series mostly up to about 58 µM). IP6K1 kinase, ADP-Glo luminescence, 2 h; hits give low values. AID 1645851; in the data active = activity change below about -25%
Target sequence (Q92551 whole entry, looked up): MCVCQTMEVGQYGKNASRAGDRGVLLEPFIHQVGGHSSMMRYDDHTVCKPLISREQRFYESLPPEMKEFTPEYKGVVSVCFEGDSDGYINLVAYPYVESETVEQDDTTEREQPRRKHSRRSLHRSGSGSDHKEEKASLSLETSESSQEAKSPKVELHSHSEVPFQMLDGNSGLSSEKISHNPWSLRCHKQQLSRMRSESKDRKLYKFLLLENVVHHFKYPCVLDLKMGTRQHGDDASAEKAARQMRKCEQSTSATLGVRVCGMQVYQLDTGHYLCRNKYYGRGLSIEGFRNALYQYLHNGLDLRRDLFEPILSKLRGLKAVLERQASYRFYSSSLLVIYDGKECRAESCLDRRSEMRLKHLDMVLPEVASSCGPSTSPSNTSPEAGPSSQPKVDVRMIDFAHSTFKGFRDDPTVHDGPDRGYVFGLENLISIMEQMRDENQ
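ADP-Glo luminescence measures ADP made by human IP6K1 during a 2 h RT reaction with ATP/IP6 (mix at 1.3 mM/130 uM); top library doses 57.5 and 19.1 uM final.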
* marks the source's active call; other numbers are inactive results; [ ] = dose if it differs, or a comment. Unless noted, calls follow the shape of the dose curve; as a rule, active = well fitted curve in the direction sought with a large enough effect; inconclusive = small, poorly fitted or top-dose-only effect, or another doubt; inactive = no such curve, though single readings can be large; an effect the other way counts as inactive or inconclusive. Unless noted, % is scaled to controls: 0 for no effect and ±100 for the full control effect.

How did C#CCn1c(C2CC(=O)N(c3ccc(OC)cc3)C2)nc2ccccc21 (configuration not stated) do in these assays?
SNCA viab count: 0.7%; SNCA expr inhib: inconclusive; IP6K1 inh: -8.6

How did O=C(N[C@@H]1CCOC[C@H]1Oc1ccccn1)c1cccc2c1OCCO2 do in these assays?
Luciferase inh: 9.0%; HEK cytotox: 4.7%; SNCA viab count: -10.1%; SNCA expr inhib: -5.3%; 3T3 cytotox: inactive; GPT2 inhibitor: 1.2%; IP6K1 inh: -4.2

How did Cc1ccc(O)c(CN2CC[C@@H](c3ccc(F)cc3)[C@H](O)C2)c1 do in these assays?
Luciferase inh: 4.3%; HEK cytotox: inconclusive; SNCA viab count: -15.2%; SNCA expr inhib: 2.7%; 3T3 cytotox: inconclusive; GPT2 inhibitor: 1.4%; IP6K1 inh: 12.1

Results for O=C(NCc1cccs1)C1=NO[C@@H]2CN(c3cccnc3)C[C@H]12 ?
Luciferase inh: 6.4%[172 µM]; HEK cytotox: inconclusive; SNCA viab count: 8.6%[87.6 µM]; SNCA expr inhib: inconclusive; 3T3 cytotox: -24.3%[138 µM]; GPT2 inhibitor: -12.8%[88.5 µM]; IP6K1 inh: 2.4

What do the screens show for `COCCOc1cnc2ccn([C@H](C)c3nnc4c(F)cc(-c5cnn(C)c5)cn34)c(=O)c2c1`?
SNCA viab count: -5.5%; GPT2 inhibitor: inactive; IP6K1 inh: 0.0

What do the screens show for `O=C1CCN(C(=O)COc2ccccc2)CCCCCCN1`?
Luciferase inh: -3.0%; HEK cytotox: -5.6%; SNCA viab count: -5.2%; SNCA expr inhib: -11.0%; 3T3 cytotox: -15.6%; GPT2 inhibitor: inactive; IP6K1 inh: -11.8

What do the screens show for `O=C(COc1ccccc1)Nc1ccc([C@@H](O)[C@H]2COCC(=O)N2Cc2ccccc2F)cc1`?
Luciferase inh: 5.1%; HEK cytotox: inconclusive; SNCA viab count: 4.6%; SNCA expr inhib: inconclusive; 3T3 cytotox: -31.2%; GPT2 inhibitor: -5.7%; IP6K1 inh: -6.2

How did COCCNC(=O)CCC[C@@H]1[C@H]2CCCN3CCC[C@@H](CN1Cc1ccccc1)[C@@H]23 do in these assays?
Luciferase inh: 8.6%; HEK cytotox: 3.5%; SNCA viab count: 5.3%; SNCA expr inhib: -25.2%; 3T3 cytotox: inactive; GPT2 inhibitor: 4.7%; IP6K1 inh: -3.4

What do the screens show for `Cc1ccc(C(=O)NC2CCN(C(=O)N3CC4CC(C3)[C@H]3CCCC(=O)N3C4)CC2)cn1` (some centres not stated)?
Luciferase inh: -7.9%; HEK cytotox: 0.3%; SNCA viab count: inconclusive; SNCA expr inhib: 13.9%; 3T3 cytotox: -0.6%; GPT2 inhibitor: 1.3%; IP6K1 inh: 2.6

Results for COc1ccc(Cl)cc1NC(=O)CSc1nnc(C)n2c1cc1occc12 ?
SNCA viab count: 7.5%; SNCA expr inhib: -5.7%; IP6K1 inh: -6.0

Results for Cc1ccc(C)c(NC(=O)Cn2nc3n(c2=O)CCCC3)c1 ?
Luciferase inh: 6.9%; HEK cytotox: 1.5%; SNCA viab count: -1.8%; SNCA expr inhib: -3.5%; 3T3 cytotox: inactive; GPT2 inhibitor: 2.8%; IP6K1 inh: -2.2

Results for O=C(NN1CCCCC1)c1nn(-c2ccc(Cl)cc2Cl)c(-c2ccc(C#Cc3ccc(C(F)(F)F)cc3)s2)c1CNS(=O)(=O)N1CCCC1 ?
SNCA viab count: 5.5%; GPT2 inhibitor: 1.0%; IP6K1 inh: 2.3

How did CCOc1ccc(-c2cn3c(n2)sc2cc(C(=O)NCCCN4CCCCC4)ccc23)cc1 do in these assays?
SNCA viab count: inconclusive; SNCA expr inhib: -1.8%; IP6K1 inh: 16.9

What do the screens show for `Cc1cnc(C2CC2)n1C1CCCN(C(=O)C2CCC2)C1` (configuration not stated)?
Luciferase inh: -1.6%; HEK cytotox: -22.5%; SNCA viab count: 8.6%; SNCA expr inhib: 27.5%; 3T3 cytotox: -6.3%; GPT2 inhibitor: -2.4%; IP6K1 inh: -4.4

How did O=C(NCc1cccc(Cl)c1)c1ccc2oc(-c3ccccn3)nc2c1 do in these assays?
HEK cytotox: inconclusive; SNCA viab count: -3.1%; SNCA expr inhib: 24.0%; 3T3 cytotox: -25.2%; GPT2 inhibitor: inactive; IP6K1 inh: -11.0

What do the screens show for `Cc1cc(C)c(Nc2ccnc(Nc3ccc(C#N)cc3)n2)c(C)c1`?
SNCA viab count: inconclusive; GPT2 inhibitor: 1.0%; IP6K1 inh: -11.8

How did O=C(Nc1ccc(S(=O)(=O)Nc2ncccn2)cc1)c1ccccc1Cl do in these assays?
SNCA viab count: -1.2%; SNCA expr inhib: 18.6%; IP6K1 inh: -3.6

Results for COc1ccccc1CNC(=O)c1cccc(N2CCCS2(=O)=O)c1 ?
SNCA viab count: 15.6%; SNCA expr inhib: 47.1%[activator]; IP6K1 inh: 26.8

Results for Cc1cccc(C(=O)N2CCC(C(NC(=O)c3ccccc3)C(=O)N3CCCCC3)CC2)c1 (configuration not stated) ?
Luciferase inh: -15.3%; HEK cytotox: -20.4%; SNCA viab count: -7.6%; SNCA expr inhib: 20.4%; 3T3 cytotox: inconclusive; GPT2 inhibitor: -27.2%; IP6K1 inh: -8.0

How did CCC(=O)N1CCC(Oc2ccc(NC(=O)Cc3ccncc3)cn2)C1 (configuration not stated) do in these assays?
Luciferase inh: -1.4%; HEK cytotox: -12.3%; SNCA viab count: 9.7%; SNCA expr inhib: 4.2%; 3T3 cytotox: -16.3%; GPT2 inhibitor: inactive; IP6K1 inh: 14.1

Results for O=C(CCc1nnn2c1CN(C(=O)C1CCCC1)CC2)N1CCOCC1 ?
Luciferase inh: -1.0%; HEK cytotox: -3.6%; SNCA viab count: 0.6%; SNCA expr inhib: 1.4%; 3T3 cytotox: 4.0%; GPT2 inhibitor: inactive; IP6K1 inh: -3.0

How did COc1cc(C(=O)NCC2(N(C)C)CCCC2)cc(OC)c1OCc1ccccc1 do in these assays?
SNCA viab count: -3.0%; GPT2 inhibitor: 2.2%; IP6K1 inh: 23.4

How did CCOc1ccccc1C(=O)Nc1c(NC)c2ccccc2oc1=O do in these assays?
SNCA viab count: inconclusive; SNCA expr inhib: 37.3%[activator]; IP6K1 inh: 18.5

Results for O=C(CC1CCCC1)Nc1cnc(-c2cccnc2)nc1 ?
Luciferase inh: inconclusive; HEK cytotox: 1.8%; SNCA viab count: -4.7%; SNCA expr inhib: 123.9%[activator]; 3T3 cytotox: -5.6%; GPT2 inhibitor: 4.3%; IP6K1 inh: 0.8

Results for O=C(c1ccccn1)N1CCCN(CCn2nc3n(c2=O)CCCC3)CC1 ?
HEK cytotox: 2.0%; 3T3 cytotox: -14.6%; IP6K1 inh: 11.6

How did Cc1cc2nc3n(c(=O)c2n1CC(=O)Nc1cccc(Cl)c1)CCC3 do in these assays?
Luciferase inh: -10.6%; HEK cytotox: -23.8%; SNCA viab count: 3.3%; SNCA expr inhib: 12.9%; 3T3 cytotox: -26.1%; GPT2 inhibitor: -3.9%; IP6K1 inh: -3.2

Results for CC(C)c1nnc(C2CN(C(=O)CCc3c[nH]c4ccccc34)CC23CCOCC3)o1 (configuration not stated) ?
Luciferase inh: -9.2%; HEK cytotox: inconclusive; SNCA viab count: -15.4%; SNCA expr inhib: -14.4%; 3T3 cytotox: -5.7%; GPT2 inhibitor: -5.6%; IP6K1 inh: 13.5

Results for COc1ccc(-c2cn(C)c(=O)n3cc(CN(C)C)nc23)cc1OC ?
Luciferase inh: 9.9%[172 µM]; HEK cytotox: -11.9%[172 µM]; SNCA viab count: 4.6%[87.6 µM]; SNCA expr inhib: 6.2%[87.6 µM]; 3T3 cytotox: inconclusive; GPT2 inhibitor: -1.0%[88.5 µM]; IP6K1 inh: -5.6

Results for CC(=O)Nc1ccc(CN2CC3(C2)C(=O)N(Cc2ccc(C)o2)C(=O)[C@@H]2C[C@@H](O)CN23)cc1 ?
Luciferase inh: 1.8%; HEK cytotox: 1.5%; SNCA viab count: -6.1%; SNCA expr inhib: 3.4%; 3T3 cytotox: inactive; GPT2 inhibitor: -3.1%; IP6K1 inh: -1.6

Results for O=C(Nc1ccc(C2(C(=O)NCc3ccco3)CCCCC2)cc1)C1CC1 ?
Luciferase inh: 0.0%; HEK cytotox: -19.6%; SNCA viab count: 1.0%; SNCA expr inhib: -15.5%; 3T3 cytotox: -26.5%; GPT2 inhibitor: -18.6%; IP6K1 inh: -1.0

What do the screens show for `O=C(NCc1ccccc1)c1nnn2c1COC(c1ccc(Cl)cc1)C2` (configuration not stated)?
Luciferase inh: 2.0%; HEK cytotox: -12.3%; SNCA viab count: 4.7%; SNCA expr inhib: -14.6%; 3T3 cytotox: -8.2%; GPT2 inhibitor: -0.2%; IP6K1 inh: -15.4

Results for O=S(=O)(N[C@H]1CO[C@H]2[C@@H]1OC[C@@H]2n1cc(CC2CCCCC2)nn1)c1cccs1 ?
Luciferase inh: -4.7%; HEK cytotox: 79.4µM*; SNCA viab count: inconclusive; SNCA expr inhib: 14.0%; 3T3 cytotox: inconclusive; GPT2 inhibitor: -7.9%; IP6K1 inh: 1.6

How did Cc1ccc(C)c(NC(=O)N2CCCC(c3noc(COc4ccccc4F)n3)C2)c1 (configuration not stated) do in these assays?
Luciferase inh: -8.4%; HEK cytotox: inconclusive; SNCA viab count: -13.4%; SNCA expr inhib: 7.9%; 3T3 cytotox: inconclusive; GPT2 inhibitor: inactive; IP6K1 inh: 2.3

Results for c1csc(-c2ccnc(N[C@H]3CO[C@H]4[C@@H]3OC[C@@H]4NCC3CCCCC3)n2)c1 ?
Luciferase inh: -22.4%[172 µM]; HEK cytotox: inconclusive; SNCA viab count: inconclusive; SNCA expr inhib: inconclusive; 3T3 cytotox: 31.6µM*; GPT2 inhibitor: -19.5%[88.5 µM]; IP6K1 inh: 6.2

How did CCN(CC)CCCNC(=O)Cn1ncc2c3ccccc3n(Cc3ccccc3)c2c1=O do in these assays?
SNCA viab count: -10.4%; SNCA expr inhib: 20.0%; IP6K1 inh: -13.2

Results for CC(C)Oc1ccc(CNC(=O)c2noc(-c3ccc[nH]c3=O)n2)cc1 ?
Luciferase inh: -24.8%; HEK cytotox: -10.5%; SNCA viab count: 3.4%; SNCA expr inhib: 44.1%[activator]; 3T3 cytotox: -26.0%; GPT2 inhibitor: inactive; IP6K1 inh: 0.0

Results for CC(C)n1c(C2CCN(C(=O)c3ccoc3)CC2)nn(C)c1=O ?
HEK cytotox: inactive; SNCA viab count: 14.7%; SNCA expr inhib: -4.2%; 3T3 cytotox: 0.3%; GPT2 inhibitor: -0.9%; IP6K1 inh: -7.3
